# Assay outcomes as filed in PubChem.
# TDP1 cell noCPT = qHTS for Inhibitors of human tyrosyl-DNA phosphodiesterase 1 (TDP1): qHTS in cells in absence of CPT. DT40 Tdp1-/- hTDP1 cells, no CPT, ATP luminescence, 48 h. Potency, µM (series often up to 46.2 µM), for inactives: at the highest dose activity change, negative = growth inhibition, most hits filed as inhibitors. 420,000 tested, 15% active. AID 686978, 2013; also: nearly all actives have a fitted effect of over 55% in size
#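 Cells were dispensed at 400 per well, compounds added by pin tool, plates incubated ≥48 hr at 37 °C, then CellTiter-Glo added for 30 min at room temperature before luminescence reading. Line: DT40 Tdp1-/- complemented with hTDP1; camptothecin omitted.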
# GCN5L2 inh = GCN5L2 (KAT2A) acetyltransferase inhibition. 390,000 tested, 0.21% active. GCN5L2 HAT assay, ThioGlo1 CoA-SH fluorescence. Potency, µM (top dose mostly 58.9 µM), for the others: at the top dose activity change, negative = inhibition, usual class: inhibitors
# Target sequence (Q92830 whole entry, looked up): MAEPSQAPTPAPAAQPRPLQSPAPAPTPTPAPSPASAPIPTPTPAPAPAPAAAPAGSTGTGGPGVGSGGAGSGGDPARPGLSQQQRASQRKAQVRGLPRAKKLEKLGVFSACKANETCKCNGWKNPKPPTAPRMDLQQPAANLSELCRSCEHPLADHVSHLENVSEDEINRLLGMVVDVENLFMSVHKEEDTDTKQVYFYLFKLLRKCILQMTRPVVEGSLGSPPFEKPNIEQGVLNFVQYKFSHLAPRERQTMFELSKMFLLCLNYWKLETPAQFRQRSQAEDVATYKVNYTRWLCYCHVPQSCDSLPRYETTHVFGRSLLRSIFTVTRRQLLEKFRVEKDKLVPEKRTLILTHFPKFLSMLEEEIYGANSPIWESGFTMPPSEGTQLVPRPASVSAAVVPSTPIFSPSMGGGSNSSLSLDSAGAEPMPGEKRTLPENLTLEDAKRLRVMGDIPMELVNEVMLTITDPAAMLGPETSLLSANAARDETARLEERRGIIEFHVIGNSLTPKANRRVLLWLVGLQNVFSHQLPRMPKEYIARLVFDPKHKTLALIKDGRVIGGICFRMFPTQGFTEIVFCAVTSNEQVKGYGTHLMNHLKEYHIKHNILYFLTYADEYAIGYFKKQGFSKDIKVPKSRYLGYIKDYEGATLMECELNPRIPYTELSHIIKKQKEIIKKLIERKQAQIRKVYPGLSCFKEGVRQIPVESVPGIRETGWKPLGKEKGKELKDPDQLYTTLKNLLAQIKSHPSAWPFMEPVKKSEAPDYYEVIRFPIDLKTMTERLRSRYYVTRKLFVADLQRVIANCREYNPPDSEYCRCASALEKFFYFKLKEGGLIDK
#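 GCN5L2 (20nM final) in 50mM HEPES, 0.1mM EDTA pH 7.5, 0.01% Tween-20 was preincubated 15 min at room temperature with compound, then given ThioGlo1 (50uM), H3(1-25) peptide (75uM) and acetyl-CoA (70uM); CoA-thiol fluorescence (Ex340/Em540) was read at 0 and 20 min.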
# DT40 TDP1 CPT = growth inhibition of DT40 Tdp1-/-;hTDP1 cells with camptothecin (screen for TDP1 inhibitors); chicken DT40 Tdp1-/-;hTDP1 cells + 20 nM CPT, ATP luminescence, 48 h; Potency, µM (highest dose often 46.2 µM), for inactives: top-dose activity change, negative = growth inhibition, actives largely listed as inhibitors; 420,000 tested, 12% active; also: nearly all actives have a fitted effect of over 55% in size
#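 Chicken DT40 Tdp1-/- cells complemented with human TDP1, 400 cells/well, exposed to compounds plus 20 nM camptothecin for at least 48 h at 37 C; viability read as ATP content by CellTiter-Glo luminescence.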
# Active calls of the source: *; ? = inconclusive; . = not tested or not shown. Calls follow the shape of the dose curve; as a rule, active = well fitted curve in the direction sought with a large enough effect; inconclusive = small, poorly fitted or top-dose-only effect, or another doubt; inactive = no such curve, though single readings can be large; an effect the other way counts as inactive or inconclusive. % is scaled to controls: 0 for no effect and ±100 for the full control effect; potency is read from the fitted curve at half-maximal effect.
SMILES,TDP1 cell noCPT,GCN5L2 inh,DT40 TDP1 CPT
CCOc1cc(/C=C(/C#N)c2ccc(Cl)cc2)cc(Cl)c1OCC(=O)O,15%,-10%,-5%
COc1ccc(NC(=O)c2cc(-c3cc(F)ccc3OCC3CCCO3)n[nH]2)c(C)c1 (stereo unspecified),?,.,?
NC(=O)Nc1n[nH]c(-c2ccccc2)n1,-4%,-3%,-4%
N#C/C(=C/c1ccc(N2CCOCC2)o1)C(=O)NC1CCCCC1,?,-26%,?
CCN(CC)CCN(CC(=O)N(C1CCCCC1)C1CCCCC1)C(=O)c1cccnc1,-16%,-2%,-6%
CSCC[C@H](NC(=O)c1cccs1)c1nnc2ccccn12,-21%,-7%,-2%
Cc1ccc(-c2ccc(/C=C3/NC(=O)NC3=O)o2)cc1[N+](=O)[O-],21µM*,-13%,?
O=C(Nc1cccc(Cl)c1)Nc1cccc(C(=O)O)c1,-1%,13%,8%
COc1ccccc1CNC(=O)C(=O)NCC(c1ccco1)S(=O)(=O)c1ccc(C)cc1 (stereo unspecified),?,-4%,?
O=C(O)c1ccc(CNC(=O)c2ccc3c(c2)C(=O)N(Cc2cccnc2)C3=O)cc1,19%,0%,-5%
Cc1ccc(Nc2c3c(nc4ncnn24)CCC3)cc1,-19%,-1%,-29%
COc1ccc(CN(C)S(=O)(=O)c2c(C)noc2C)cc1OC,-15%,3%,-7%
COc1n[nH]c2nncnc12,5%,-6%,9%
COc1cc(C(C)=O)ccc1OCC(=O)N1CCC(Cc2ccccc2)CC1,?,.,?
CCCC(C(=O)NC(C)(C)C)N(CCN1CCOCC1)C(=O)CNS(=O)(=O)c1ccccc1 (stereo unspecified),-7%,-2%,-14%
CN(c1ccccc1C(=O)Nc1cccc(Br)c1)S(=O)(=O)c1ccccc1,?,-4%,?
Cc1cc(C)c(C#N)c(Sc2ccc(N)cc2)n1,-13%,0%,-23%
O=C(NCc1ccc(Cl)cc1)c1nccnc1CO,-8%,6%,16%
COc1ccc(S(=O)(=O)Nc2nc(C(F)(F)F)cs2)cc1,?,-10%,-2%
COC(=O)CSc1nc2cc(C)cc(C)c2cc1C#N,?,-3%,-25%
Cc1c(C(=O)N2CCC(C)CC2)c(S(=O)(=O)N(Cc2ccccc2)C(C)(C)C)c(C)n1C,?,19%,?
CCCC(=O)c1c(C)c2ccccc2n1C,-11%,-7%,-13%
CN1CCN(C(=O)c2cc(-c3ccccc3)on2)CC1,-5%,0%,-3%
OCC[C@H]1C[C@@H](O)[C@H](O)[C@@]2(OCc3ccccc32)O1,2%,-2%,-1%
O=S(=O)(CCNCc1ccccc1)NC1CCCCC1,-3%,.,?
c1ccc2c(-c3nnc4n3CCCCC4)cc(-c3ccncc3)nc2c1,-30%,-15%,-19%
CCCCc1ccc(NC(=O)c2ccc(N(C)S(C)(=O)=O)cc2)cc1,-41%,-5%,-20%
CCOC(=O)c1cc(-c2ccc(C)cc2)n(CC(=O)Nc2cc(C)ccc2C)c1C,15µM*,0%,21µM*
O=C(Nc1ccccc1)/C(=C/c1ccccc1)NC(=O)c1ccco1,3%,-1%,-2%
COC(=O)c1[nH]c2ccc(Br)cc2c1NC(=O)CN1CCN(C2CCCCC2)CC1,21µM*,2%,26µM*
O=[N+]([O-])c1cc(CN2CCN(c3cccc(C(F)(F)F)c3)CC2)c2cccnc2c1O,1.5µM*,-27%,0.92µM*
O=C(CSc1oc(-c2cccs2)nc1S(=O)(=O)c1ccccc1)NC1CCCCC1,?,-3%,-17%
Cc1ccn2c(=O)cc(COc3ccc(NC(=O)COc4ccc(C)c(C)c4)cc3)nc2c1,3%,-4%,0%
O/N=C1\CC2(Cc3nonc31)OCCO2,-8%,-3%,28%
O=C(NCCCc1ccccc1)c1cccc(NC(=O)C2CC2)c1,-24%,.,-13%
O=C(Nc1cccc(F)c1)/C(=C\c1cccnc1)NC(=O)c1cccs1,12%,-5%,15%
COC(=O)N/N=C(C)/C=C/c1ccccc1,-1%,.,-3%
O=S1(=O)c2ccccc2N(Cc2cccc(Cl)c2)c2ccccc21,?,-9%,?
Clc1ccc(SCCCCn2ccnc2)cc1,?,-1%,?
CCSc1nnc(NC(=O)CSc2nc3c(c(=O)n2CCOC)SC(C)C3)s1 (stereo unspecified),23µM*,-5%,16µM*
COc1cccc(C(C(=O)NC2CCCC2)N(C(=O)CNC(=O)c2ccco2)c2cccnc2)c1 (stereo unspecified),-10%,-4%,1%
CCOC(=O)[C@]12CCC=C1N(Cc1ccccc1)C(=O)[C@H](CC(=O)N1CCOCC1)C2,-7%,.,-9%
COc1ccccc1N1CCN(C(CNS(=O)(=O)c2ccc(C)cc2)c2cccnc2)CC1 (stereo unspecified),7.3µM*,-1%,?
O=C(Nc1nc2ccccc2s1)Nc1ccc(F)cc1F,-20%,-4%,-20%
COc1cc(-c2c(NC(=O)c3ccco3)oc3c(C)cccc3c2=O)cc(OC)c1OC,18µM*,-15%,-27%
Oc1ccc(-c2n[nH]c(=S)n2Cc2ccccc2)cc1,-25%,-26%,-8%
Fc1ccc(C2=CC(c3ccc(F)cc3)n3c(nc4ccccc43)N2)cc1 (stereo unspecified),5.2µM*,-5%,15µM*
COc1cc(C2C(C#N)=C(N)N(c3sc4c(c3C#N)CCCC4)C3=C2C(=O)CC(C)(C)C3)cc(OC)c1OC (stereo unspecified),16µM*,-8%,21µM*
O=C(Nc1ccc2c(c1)OCO2)c1ccccc1,-9%,-21%,?
COC(=O)c1cc(=O)nc(NN=C2c3ccccc3-c3ccccc32)s1,?,.,23µM*
# (cont.)
SMILES,TDP1 cell noCPT,GCN5L2 inh,DT40 TDP1 CPT
CC1(C)CC(NC(=O)C2CCN(S(=O)(=O)c3ccccc3C(F)(F)F)CC2)CC(C)(C)N1,-11%,0%,0%
[NH-]c1ncnc2c1N=C[N+]2=CC=CCO,4.1µM*,-14%,2.6µM*
Cc1ccc(-n2nc3c(=O)n(CC(=O)NCCC4=CCCCC4)nc(C)c3c2C)cc1,?,-5%,?
O=C(CSc1nnc(-c2ccncc2)o1)Nc1nncs1,-19%,-4%,-6%
CCn1nc(C)c(CN2CCCC(CNS(=O)(=O)c3ccc(OC)cc3)C2)c1C (stereo unspecified),?,-1%,21µM*
COCCCNC(=O)Cn1ccc(N)nc1=O,-23%,0%,-12%
CC(=O)c1ccc(N2CCN(S(=O)(=O)c3c(C)[nH]c(C)c3C(=O)N3CCCC3)CC2)cc1,-5%,-14%,1%
O=C(Cn1c(=O)n(-c2ccccc2Cl)c(=O)c2sc3ccccc3c21)N1CCCC1,?,1%,?
COc1ccccc1CNC(=O)C(=O)NCC(c1ccco1)S(=O)(=O)c1cccs1 (stereo unspecified),?,-2%,-30%
CCOC(=O)N1CCN(C(=O)c2c(O)c3cccc4c3n(c2=O)CC4)CC1,-20%,-1%,-3%
CCCNC(=O)N[C@H]1CC[C@@H](CCn2cc(-c3cccc(F)c3)nn2)O[C@@H]1CO,-4%,.,-8%
COc1ccc(OC)c(NC(=O)CCc2c(C)nc3c(c(C)nn3C(C)(C)C)c2C)c1,16µM*,-19%,?
O=C(Nc1ccccc1)Nc1cccc(C(F)(F)F)c1,?,-8%,?
CCN(CC)CCCNc1nc2ccccc2c2[nH]c3ccc(OC)cc3c12,2.9µM*,.,5.2µM*
Cc1nc(N[C@@H](Cc2c[nH]c3ccccc23)C(=O)O)c2oc3ccccc3c2n1,-12%,2%,-14%
O=C(NCc1cccc(Cl)c1)C1Cc2c(-c3cccc(F)c3)ccnc2O1 (stereo unspecified),26µM*,.,21µM*
CCCCCSc1nnc2c(n1)OC(c1ccc(C)s1)N(C(C)=O)c1ccccc1-2 (stereo unspecified),8.2µM*,-18%,18µM*
CC1CC(C)CN(C(=O)C(NS(=O)(=O)c2ccc(Br)s2)c2ccccc2)C1 (stereo unspecified),15µM*,-6%,18µM*
C/C(=N\NC(=O)c1ccc(Cl)c(Cl)c1)c1ccc(Br)s1,1.5µM*,23%,1.5µM*
Cc1c(Cl)cccc1NC(=O)N1CCOc2ccccc21,?,-2%,-15%

# Of the compounds above, 8 contain two or more sulfur atoms.
SMILES,TDP1 cell noCPT,GCN5L2 inh,DT40 TDP1 CPT
CSCC[C@H](NC(=O)c1cccs1)c1nnc2ccccn12,-21%,-7%,-2%
COc1ccc(S(=O)(=O)Nc2nc(C(F)(F)F)cs2)cc1,?,-10%,-2%
O=C(CSc1oc(-c2cccs2)nc1S(=O)(=O)c1ccccc1)NC1CCCCC1,?,-3%,-17%
CCSc1nnc(NC(=O)CSc2nc3c(c(=O)n2CCOC)SC(C)C3)s1 (stereo unspecified),23µM*,-5%,16µM*
O=C(CSc1nnc(-c2ccncc2)o1)Nc1nncs1,-19%,-4%,-6%
COc1ccccc1CNC(=O)C(=O)NCC(c1ccco1)S(=O)(=O)c1cccs1 (stereo unspecified),?,-2%,-30%
CCCCCSc1nnc2c(n1)OC(c1ccc(C)s1)N(C(C)=O)c1ccccc1-2 (stereo unspecified),8.2µM*,-18%,18µM*
CC1CC(C)CN(C(=O)C(NS(=O)(=O)c2ccc(Br)s2)c2ccccc2)C1 (stereo unspecified),15µM*,-6%,18µM*

# (list continues)
SMILES,TDP1 cell noCPT,GCN5L2 inh,DT40 TDP1 CPT
CSCCC(=O)N1CCC(n2nccc2NC(=O)CCCc2ccccc2)CC1,-26%,0%,-19%
NS(=O)(=O)c1ccc(CCN=C(NS(=O)(=O)c2cccs2)c2ccccc2)cc1,30%,-3%,-1%
Cn1c(=O)c2c(nc(CN3CCc4ccccc4C3)n2Cc2ccccc2)n(C)c1=O,15µM*,-6%,23µM*
CSc1ncnc2c1cnn2-c1ccc(C)cc1C,?,-6%,-28%
CCOc1ccccc1NC(=S)NC(=O)c1ccco1,-6%,-16%,-11%
O=C(C1CCCCC1)N1CCN(c2ccnc3cc(Cl)ccc23)CC1,12µM*,-11%,10µM*
Cc1cc2nc(C)n(CCCNC(=O)Nc3ccc(C#N)cc3)c2cc1C,?,?,?
Cc1cccc(CCNC(=O)c2ccc(CSCc3cccc(Cl)c3)o2)c1,?,-3%,?
Cc1cc(C)c(S(=O)(=O)N2CCCOC2CNC(=O)C(=O)NCc2cccnc2)c(C)c1 (stereo unspecified),2%,-6%,-6%
CCOC(=O)[C@@H]1[C@H]2COc3ccc(Br)cc3[C@H]2N2C(=O)N(c3ccc(F)cc3)C(=O)[C@]12C,?,-5%,?

# 2 entries drawn at random from those above, as already listed:
SMILES,TDP1 cell noCPT,GCN5L2 inh,DT40 TDP1 CPT
CCOC(=O)[C@@H]1[C@H]2COc3ccc(Br)cc3[C@H]2N2C(=O)N(c3ccc(F)cc3)C(=O)[C@]12C,?,-5%,?
CSCCC(=O)N1CCC(n2nccc2NC(=O)CCCc2ccccc2)CC1,-26%,0%,-19%

# Next section:
SMILES,TDP1 cell noCPT,GCN5L2 inh,DT40 TDP1 CPT
COc1cc(CN2CC(=O)N(c3ccc(C)c(Cl)c3)C2=S)cc(OC)c1OC,21µM*,-6%,?
COc1ccc(C(=O)Nc2nnc(SCC(=O)NC3CCCC3)s2)c(OC)c1,9%,-3%,3%
CCOc1ccc(C(C(=O)NC2CCCCC2)N(C(=O)c2csnn2)C2CC2)cc1 (stereo unspecified),?,-19%,-10%
CNS(=O)(=O)c1cccc(C(=O)OCC(=O)Nc2nc(OC)cc(OC)n2)c1,6%,-4%,-7%
O=C(Nc1ccccc1)OC1CCC2CC1CCC2OC(=O)Nc1ccccc1 (stereo unspecified),12µM*,-10%,13µM*
Cc1cccc(N(C)C(=O)CCNS(=O)(=O)c2ccc3c(c2)CCN3C(=O)C2CC2)c1,21µM*,-8%,16µM*
Cc1ccc(C(=O)Cn2nc(C)c([N+](=O)[O-])c2C)c(C)c1,-26%,0%,-16%
CCn1c(SCC(=O)NC2CC2)nc2ccccc21,-15%,.,-11%
COc1ccc(S(=O)(=O)NCCSCc2cccc(C)c2)cc1Br,-15%,-7%,2%
Cc1cc(Cl)ccc1NC(=O)c1ccc2c(c1)OCO2,-27%,-4%,-22%
COc1cc(OC)c(C(=O)COc2ncnc3ccccc23)c(OC)c1,?,-5%,?
CCc1ccc2oc(=O)cc(CN(C)Cc3ccccc3)c2c1,?,0%,?
O=C(NCCc1cn2ccccc2n1)C1CCCCC1,8%,-13%,8%
Cc1c(C(=O)N(C)CC(=O)Nc2cccc(F)c2)oc2c(Cl)cccc12,?,-29%,?
CC(=O)c1ccc(N2CCN(S(=O)(=O)c3c(C(=O)N4CCCC4)c(C)n(C)c3C)CC2)cc1,-20%,-8%,-2%
CCOC(=O)N1CCC(NC(=O)c2ccc(CS(=O)(=O)c3c(Cl)cccc3Cl)o2)CC1,?,-9%,?
Cc1cc(C)nc(SCCn2c(N3CCCCC3)nc3c2c(=O)n(C)c(=O)n3C)n1,-26%,2%,-23%
O=c1oc(=S)oc2c1[C@H](c1ccc(Cl)cc1)O[C@H](C1CCCC1)C2,23µM*,.,?

# A portion of the library. The share of hits here may be higher or lower than overall.
